Source: PubChem BioAssay (several laboratories)
NadD inh: NadD (S. aureus) enzyme inhibition. purified NadD enzyme, colorimetric absorbance read-out. AID 602399. 0.78% of 360,000 active. inhibition, % at 20 µM; in the data active = inhibition above about 26%; also: some compounds past the cut are filed as inactive
Rin1 Abl inh: blocks binding of human Rin1 to Abl; P00519+Q13671; TR-FRET Rin1/Abl binding, biochemical; inhibition, % at 7.35 µM; 0.4% of 360,000 active; AID 588664; in the data active = inhibition above about 5%, passing the limit was not always enough
MT1-MMP act inh: MT1-MMP (human) activation inhibition | 0.061% of 360,000 active | HT1080 RFP-PRO-GFP cells, GFP/RFP ratio fluorescence, overnight; percent of plate control window, DMSO zero | GFP/RFP ratio change, % at 20 µM | AID 651647;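 active = GFP/RFP ratio change of at least 30% with cell ATP level not reduced by more than half and red fluorescence within 50% of control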; also: strong numbers were not always called active
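Assay system: RFP-PRO-GFP reporter HT1080 cells; read-out basis: GFP/RFP fluorescence ratio; benchmarks: DMSO wells and RFP-L50D-GFP cells; doses: 20 µM single dose, 1% DMSO; schedule: overnight cell settling, then overnight compound exposure, 37 °C, 5% CO2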
MLLE-PAM2 inh: blocks PAM2 peptide binding to the PABP1 MLLE domain; AID 588489; P11940; 0.36% of 360,000 active; inhibition, % at 20 µM; GST-MLLE / FITC-PAM2 fluorescence polarization; in the data active = inhibition above about 35%, passing the limit was not always enough;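 also: plate controls were DMSO wells with GST-MLLE for no effect and wells lacking GST-MLLE protein for full effect; some results filed as inactive read as strong as hits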
CSN deneddyl inh: inhibitors of human CSN-mediated cullin deneddylation; Q92905; Purified CSN, SCF-Nedd8-OG deneddylation, fluorescence polarization; inhibition, % at 12.5 µM; 0.38% of 360,000 active;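 active = pattern-corrected inhibition above about 35%, with an unprinted fluorescence ratio check between 0.5 and 1.5, limit read from the data, passing the limit was not always enough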;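 also: 0% = enzyme with substrate and 100% = substrate without enzyme; some results filed as inactive read as strong as hits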
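Assay system: HEK293T-derived human Csn5 enzyme; quantity: 0.24 nM enzyme; medium: Tris/NaCl/DTT buffer, pH 7.5; also added: substrate SCFSkp2-Nedd8OG, 10 nM; doses: 12.5 µM compound; schedule: 90 min reaction at room temperature; signal: FP; read-out: % inhibition of substrate cleavage by Csn5; benchmarks: substrate-only high control, full reaction low control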
Rpn11 inh: blocks the human proteasome subunit Rpn11; human 26S proteasome, Ub4-pepOG fluorescence polarization; 20S core pre-blocked with epoxomicin; AID 588493; calls only at 20 µM; 0.59% of 360,000 active;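 active = inhibition at 20 µM, scaled to each plate's controls, above about 33%, limit read from the data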
FAS TE block: inhibitors of human fatty acid synthase thioesterase domain; P49327; recombinant FAS-TE, OMFH fluorogenic substrate, fluorescence endpoint; inhibition, % at 15 µM; 0.67% of 360,000 active; AID 602261;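 active = compounds whose normalised, plate-corrected inhibition of enzyme fluorescence in the single-dose primary screen is 50% or more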;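 also: 0% = DMSO with enzyme and 100% = substrate without enzyme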
SKN-1 inh: C. elegans SKN-1 inhibition | C. elegans VP596 Pgst-4::GFP/RFP ratio, acrylamide-induced, 24 h | inhibition, % at 21.8 µM | 0.49% of 360,000 active;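 active = interference check ratio from 0.5 to 1.5 plus GFP to RFP signal ratio inhibition reaching or exceeding a fixed threshold, cut at about 30% in these data, passing the limit was not always enough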; also: some compounds called inactive have numbers as strong as hits
Neddyl block: inhibitors of human cullin neddylation | TR-FRET cullin neddylation, biochemical | calls only at 25 µM | 0.58% of 360,000 active; in the data active = inhibition above about 36%
Starred values were filed as active, the others as inactive; i = inactive; . = no result given; + = active, no number. Outcome played no part in choosing rows; 3.9% or so of the library scored in one or more.

SMILES | NadD inh | Rin1 Abl inh | MT1-MMP act inh | MLLE-PAM2 inh | CSN deneddyl inh | Rpn11 inh | FAS TE block | SKN-1 inh | Neddyl block
O=C(NC1CCCCCCC1)NC1CCCCC1 | -1 | 2 | -2 | 0 | -2 | i | -8 | -3 | i
CC(Sc1nc(NCc2ccccc2)nc(N2CCOCC2)n1)C(=O)Nc1ccccc1 (centres undefined) | 13 | -1 | -7 | -20 | 4 | i | 3 | 16 | i
Cc1ccc(NC(=O)C2Cc3ccccc3CN2C(=O)c2ccco2)cc1S(=O)(=O)N(C)C (centres undefined) | -5 | -1 | 0 | 20 | 2 | i | -2 | 13 | i
CC1(C)C(CSc2nc3ccccc3[nH]2)C1(Cl)Cl (centres undefined) | -2 | -1 | -1 | -22 | -4 | i | 9 | 12 | i
C/C(=C\C(=O)c1ncc(C(F)(F)F)cc1Cl)N(C)C | -3 | -2 | -3 | -2 | 4 | i | -2 | 4 | i
CC(=O)N1c2ccc(S(=O)(=O)N3CCC(C(=O)Nc4cccc(C)c4C)CC3)cc2CC1C (centres undefined) | 2 | 4 | 2 | 4 | 1 | i | -2 | 10 | i
CC(C)NS(=O)(=O)c1ccc(NC(=O)c2cccnc2)cc1 | 0 | 2 | 6 | 5 | 7 | i | -13 | -7 | i
COc1cc(-c2cc(C(=O)Nc3ccc(S(=O)(=O)NCc4ccco4)cc3)c3ccccc3n2)cc(OC)c1OC | 24 | -4 | -9 | -8 | 0 | i | 26 | 9 | i
O=C(O)[C@H](Cc1ccccc1)N1Cc2ccccc2C1=O | -5 | -1 | -3 | -10 | -4 | i | -1 | -12 | i
Cc1cc(C(=O)NCCc2ccc(S(N)(=O)=O)cc2)c(C)o1 | -8 | 3 | 6 | 4 | 4 | i | 0 | -9 | i
Cn1cccc1C1NC(=O)c2c(sc3c2CCC(C(C)(C)C)C3)N1 (centres undefined) | 10 | -1 | -1 | 7 | -2 | i | -11 | -5 | i
Cc1oc(-c2cc(F)ccc2F)nc1CN(C)Cc1ccc2nccnc2c1 | 0 | -1 | -1 | -6 | 4 | i | -6 | 0 | i
O=C(Nc1cccc(F)c1)N1CCN(C/C=C/c2ccccc2)CC1 | -5 | 2 | 5 | 5 | 0 | i | -2 | 11 | i
CCOc1cc2c(cc1OCC)C(c1ccc(OC)cc1)N(c1ccccc1)C(=O)C2 (centres undefined) | 1 | -1 | 4 | 0 | -1 | i | -14 | 7 | i
Cc1ccc(N2C=Nc3ccc(C)c4nc(C)cc2c34)cc1 | -5 | -6 | -4 | 23 | -11 | i | 0 | 16 | .
Nc1[nH]ncc1N=Nc1ccc(Cl)cc1 | -1 | 2 | 4 | -5 | -1 | i | -20 | 9 | i
Cc1c([N+](=O)[O-])cc(C(=O)Nc2ccc(NC(=O)c3ccco3)cc2)cc1[N+](=O)[O-] | -1 | -3 | 4 | 15 | 3 | i | -2 | 14 | i
Cc1ccn2c(=O)nc(SCC(=O)NCc3ccccc3Cl)nc2c1 | 10 | 2 | -5 | -13 | 7 | i | -4 | 14 | i
Nc1nc2nc(-c3cccs3)cc(C(F)(F)F)n2n1 | -3 | -8 | 2 | -8 | 4 | i | -4 | 15 | i
O=C(c1cc2cc(F)ccc2[nH]1)N1CCc2ccccc2C1 | -4 | 0 | -3 | 12 | 3 | i | 13 | 10 | i

Filtered by structure, the compounds so far with a furan ring, fused or not (4)
SMILES | NadD inh | Rin1 Abl inh | MT1-MMP act inh | MLLE-PAM2 inh | CSN deneddyl inh | Rpn11 inh | FAS TE block | SKN-1 inh | Neddyl block
Cc1ccc(NC(=O)C2Cc3ccccc3CN2C(=O)c2ccco2)cc1S(=O)(=O)N(C)C (centres undefined) | -5 | -1 | 0 | 20 | 2 | i | -2 | 13 | i
COc1cc(-c2cc(C(=O)Nc3ccc(S(=O)(=O)NCc4ccco4)cc3)c3ccccc3n2)cc(OC)c1OC | 24 | -4 | -9 | -8 | 0 | i | 26 | 9 | i
Cc1cc(C(=O)NCCc2ccc(S(N)(=O)=O)cc2)c(C)o1 | -8 | 3 | 6 | 4 | 4 | i | 0 | -9 | i
Cc1c([N+](=O)[O-])cc(C(=O)Nc2ccc(NC(=O)c3ccco3)cc2)cc1[N+](=O)[O-] | -1 | -3 | 4 | 15 | 3 | i | -2 | 14 | i

Next section:
SMILES | NadD inh | Rin1 Abl inh | MT1-MMP act inh | MLLE-PAM2 inh | CSN deneddyl inh | Rpn11 inh | FAS TE block | SKN-1 inh | Neddyl block
Cn1c(=O)c2c(ncn2CC(O)CNc2ccc(Cl)cc2)n(C)c1=O (centres undefined) | 0 | -1 | 9 | 7 | -1 | i | 5 | 9 | i
O=C(Nc1ccc(-c2csc(Nc3ccccc3)n2)cc1)c1ccccc1 | 12 | 0 | 7 | 5 | -1 | i | 0 | 20 | i
CCOC(=O)[C@H]1[C@H]2COc3cc(OC)ccc3[C@@H]2N2C(=O)CN(CCc3c[nH]c4ccccc34)C(=O)[C@@]12C | 1 | 2 | 1 | -18 | -2 | i | 0 | 4 | i
O=c1cc(CNCCCO)c2ccccc2[nH]1 | -6 | -5 | -1 | -3 | -4 | i | -2 | 10 | i
COc1ccc(N2C(=O)c3ccccc3C2=O)cc1 | 1 | -3 | 10 | 14 | 2 | i | 3 | -5 | i
O=C1CN(C(=O)COC(=O)CCc2ccccc2)c2ccccc2N1 | -2 | 2 | -2 | -26 | 3 | i | -5 | 9 | i
COc1cc(NC(=O)Nn2cnnc2)cc(OC)c1OC | 0 | 2 | 5 | -5 | -3 | i | -2 | -14 | i
c1ccc(Cc2nnc(Sc3ccccc3)c3ccccc23)cc1 | -4 | -146 | 2 | 32 | -7 | i | 23 | -8 | i
CCCC(=O)N1CCCC(c2cc(C(=O)NCc3ccccc3)no2)C1 (centres undefined) | -3 | 1 | -2 | -6 | -4 | i | -2 | 8 | i
Cc1nnc(NC(=O)CSc2nnc(Cc3ccccc3)n2Cc2ccccc2)s1 | 6 | 2 | 8 | -13 | 0 | i | 1 | 8 | i
COC(c1ccccc1)c1nnc(CCC(=O)N(C)CCOc2ccccc2)o1 (centres undefined) | 0 | 4 | 2 | -2 | -11 | i | -1 | 2 | i
N#CC1(c2ccccc2)CCC(NCCc2ccccc2)CC1 (centres undefined) | -3 | 0 | 3 | 4 | -3 | i | -6 | -6 | i
CCOC(=O)C(NCc1ccc(F)cc1)(NC(=O)c1ccccc1)C(F)(F)F (centres undefined) | -1 | 2 | -4 | 4 | 7 | i | 4 | 14 | i
O=C(Oc1cccc2c(OC(=O)N3CCOCC3)cccc12)N1CCOCC1 | 0 | -4 | 4 | -2 | 1 | i | -7 | -3 | i
CN(Cc1ccccn1)Cc1nc(COc2ccccc2)no1 | -4 | 2 | 1 | -2 | -7 | i | 0 | 0 | i
COc1ccccc1/C=N/OCC(=O)NCc1ccc2c(c1)OCO2 | 7 | 0 | 6 | 8 | -13 | i | -4 | -4 | i
COCCCNC(=O)/C=C/c1ccc(Cl)cc1Cl | 2 | -3 | 2 | 7 | -1 | i | -6 | 28 | i
COc1cccc(C(=O)Nc2cc3c(cc2N2CCCC2)n(C)c(=O)n3C)c1 | 11 | -1 | 11 | 18 | -5 | i | 0 | 33 | i
O=C(N/N=C/c1ccc2c(c1)OCO2)c1sc2cc(Cl)ccc2c1Cl | 21 | -2 | 1 | 10 | 0 | + | -5 | 3 | i
O=c1[nH]c(C2CCN(S(=O)(=O)c3ccc(C(F)(F)F)cc3)CC2)nc2c1nnn2Cc1ccc(F)cc1 | 12 | -1 | 3 | -16 | 2 | i | 23 | -8 | i
O=C(NCc1ccccn1)c1n[nH]c(=O)c2ccccc12 | -5 | 0 | -1 | -11 | 5 | i | -7 | -7 | i
COc1cc(OC)c(-c2oc3ccccc3c(=O)c2O)c(OC)c1 | -7 | 0 | 5 | -1 | 4 | i | 9 | 3 | .
COc1ccc(OC)c(CN2C(=O)c3ccccc3C2c2nnnn2C(C)C)c1 (centres undefined) | -6 | . | 0 | . | -1 | . | -2 | -8 | i
CCOC(=O)N1CCC(Nc2nc3ccccc3nc2NS(=O)(=O)c2ccc(Cl)cc2)CC1 | 17 | 1 | -7 | -6 | 6 | i | 5 | 13 | i
COc1cccc(N2CCN(S(=O)(=O)c3cn(C)cn3)CC2)c1 | -1 | 5 | -6 | -12 | 0 | i | -1 | -5 | i
COCCCn1c(-c2ccc(Cl)cc2)n[nH]c1=S | 2 | -2 | . | -8 | -1 | i | -12 | -30 | i
O=C(NCC1CCCO1)/C(=C/c1ccccc1)NC(=O)c1ccccc1 (centres undefined) | 5 | 4 | 2 | 8 | 2 | i | -7 | 13 | i
Cc1ccc(NC(=O)CSC2=C(C#N)C(c3ccc4c(c3)OCO4)C3=C(CCCC3=O)N2)c(C)c1 (centres undefined) | 14 | 4 | -1 | -37 | 0 | i | 19 | -9 | i
O=C(CCC(=O)N1CCc2ccccc2C1)N1CCN(S(=O)(=O)c2ccccc2)CC1 | -7 | -1 | 3 | -13 | 16 | i | -5 | -4 | i
O=C(Nc1ccccc1C(=O)NC1CC1)c1ccc([N+](=O)[O-])o1 | 1 | 2 | 2 | -18 | 3 | i | 11 | 2 | i
O=C(CCN1CCOCC1)N1CCCC(Nc2cccc(F)c2)C1 (centres undefined) | 3 | -3 | -1 | 6 | 1 | i | -6 | 7 | i
Cc1cc(-n2c(C)cc(C(=O)COc3ccc4ccc(=O)oc4c3)c2C)no1 | -1 | -2 | 3 | -1 | -4 | i | 38 | 13 | +
CCOc1ccc(OCC)c(NC(=O)C2CCCN(S(=O)(=O)c3ccc(C)cc3)C2)c1 (centres undefined) | -14 | 2 | -1 | -5 | 1 | i | 23 | -19 | i
O=C(O)c1cc2ccccc2c2c1C(=O)c1ccccc1-2 | -3 | -3 | 2 | 9 | -1 | i | -7 | -5 | i
Cc1csc(NC(=O)CSc2nncc(=O)n2N)n1 | -5 | 2 | 3 | -38 | -3 | i | -4 | -1 | i
NNc1nc(-c2ccccc2)nc(-c2ccccc2)c1Br | -2 | 0 | -4 | 8 | 0 | i | -2 | 5 | i
CC(=O)NC(C)(c1ccccc1)c1nc(-c2cccc(C(F)(F)F)c2)cs1 (centres undefined) | -4 | -3 | 2 | 7 | 1 | i | 21 | 17 | i
O=C(/C=C/c1ccc(Br)cc1)NC(=S)NNC(=O)c1ccco1 | 20 | 1 | -1 | 0 | -4 | i | 4 | 7 | i
Cn1c2ccccc2c2ncn(CCN3CCOCC3)c(=O)c21 | -3 | 3 | -1 | 4 | 0 | i | -10 | -17 | i
Cc1cc2ncn(S(=O)(=O)c3ccc(S(=O)(=O)N4CCCCCC4)cc3)c2cc1C | 3 | 3 | 4 | 0 | -3 | i | -2 | -5 | i
CCOC(=O)CSc1nnc(CNC(=O)c2cccc(C)c2)n1-c1ccccc1OC | 3 | 0 | -1 | -22 | -5 | i | -9 | 4 | i
COc1cc(C(=O)NC(=S)Nc2ccc(Cl)c(C(=O)O)c2)cc(OC)c1OC | -2 | 4 | 12 | 11 | 5 | i | -4 | 3 | i
CCN(C(=O)C1CCCN(c2ncnc3c2nc2n3CCCCC2)C1)c1cccc(Cl)c1 (centres undefined) | 5 | 5 | 1 | -1 | -1 | i | 9 | -13 | i

Some of the entries so far, with two lines to a compound:
Each structure is followed by: NadD inh | Rin1 Abl inh | MT1-MMP act inh | MLLE-PAM2 inh | CSN deneddyl inh | Rpn11 inh | FAS TE block | SKN-1 inh | Neddyl block
Cc1csc(NC(=O)CSc2nncc(=O)n2N)n1
    -5 | 2 | 3 | -38 | -3 | i | -4 | -1 | i
NNc1nc(-c2ccccc2)nc(-c2ccccc2)c1Br
    -2 | 0 | -4 | 8 | 0 | i | -2 | 5 | i
